Screens (PubChem)
ASAP1 GAP inh: inhibitors of human ASAP1 ArfGAP activity, primary screen, biochemical, fluorescence polarization | Arf-GAP with SH3 domain, ANK repeat and PH domain-containing protein 1 (Homo sapiens), … | ASAP1-stimulated ARF1 GTP hydrolysis, GDP FP detection | inhibition, % at 16.5 µM | hit rate 0.19% among 360,000; in the data active = inhibition above about 25%;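 also: 0% = vehicle with enzyme and substrate and 100% = no enzyme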
DDE Tn6 FP inh: inhibitors of Tn6 peptide binding to fibrin DD(E), primary screen, biochemical, fluorescence polarization, human fibrin, Tn6 probe | Fibrinogen beta chain (Homo sapiens), P02675 | Fibrin DD(E) TRITC-Tn6 fluorescence polarization displacement | inhibition, % at 8.3 µM | hit rate 0.21% among 370,000;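 active = inhibition above a per-campaign cutoff: mean of compounds within control limits plus 3 SD, cut at about 15% in these data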;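 also: 0% = median of all compound wells on the plate and 100% = blocking peptide control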
Target sequence (P02675 whole entry, looked up): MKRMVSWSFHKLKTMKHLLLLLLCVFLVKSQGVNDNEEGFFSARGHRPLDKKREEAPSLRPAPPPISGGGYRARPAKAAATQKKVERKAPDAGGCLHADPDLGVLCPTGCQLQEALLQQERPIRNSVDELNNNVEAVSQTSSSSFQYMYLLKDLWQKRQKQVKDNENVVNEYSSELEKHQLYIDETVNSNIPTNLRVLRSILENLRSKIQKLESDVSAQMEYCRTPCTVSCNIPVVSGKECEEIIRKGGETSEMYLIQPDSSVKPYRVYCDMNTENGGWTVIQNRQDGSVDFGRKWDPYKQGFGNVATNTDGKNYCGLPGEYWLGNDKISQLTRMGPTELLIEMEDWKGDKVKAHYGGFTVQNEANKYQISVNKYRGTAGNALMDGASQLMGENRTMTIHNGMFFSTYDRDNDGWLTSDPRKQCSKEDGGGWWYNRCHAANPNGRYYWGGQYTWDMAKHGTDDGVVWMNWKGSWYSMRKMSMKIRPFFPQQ
PLCg1 inh: PLC-gamma1 enzyme inhibitors, primary screen, biochemical, fluorescence, purified enzyme; inhibition, % at 12.2 µM; fluorogenic substrate; hit rate 0.84% among 370,000; in the data active = inhibition above about 9.5%
DDE Tn7 FP inh: inhibitors of Tn7 peptide binding to fibrin DD(E), primary screen, biochemical, fluorescence polarization, human fibrin, Tn7 probe; Fibrinogen beta chain (Homo sapiens), P02675; FP displacement of FITC-Tn7 peptide from fibrin DD(E); 0% = median of compound wells per plate; inhibition, % at 8.3 µM; hit rate 0.13% among 370,000; AID 720508, 2013;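 active = inhibition above the mean of compounds falling within the control limits plus 3 SD of them, cut at about 14% in these data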;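 also: 0% = plate median of compound wells and 100% = 10 µM Aha-Tn7 peptide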
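Assay system: Fibrin-DD(E) protein isolated from polymerized human fibrin clots; read-out basis: percent inhibition; medium: Tris/NaCl/CaCl2 buffer, pH 7.8; signal: FP measurement; incubation: 10 min plus 3 h, room temperature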
ADAM10 inh: human ADAM10 inhibitors, primary screen, biochemical, QFRET, HTS | recombinant ADAM10, EDANS/DABCYL FRET peptide cleavage, 3 h | inhibition, % at 7 µM | hit rate 0.62% among 370,000 | Disintegrin and metalloproteinase domain-containing protein 10 (Homo sapiens), O14672;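 active = inhibition above a per-campaign cutoff equal to the mean of compounds falling between control-based bounds plus 3 SD, cut at about 20% in these data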;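 also: 0% = DMSO wells while the 100% control is not disclosed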
TDP2 absorb: human TDP2 enzyme inhibitors, primary screen, biochemical, epi absorbance, recombinant enzyme | Tyrosyl-DNA phosphodiesterase 2 (Homo sapiens), O95551 | T5PNP hydrolysis, p-nitrophenol absorbance 415 nm | inhibition, % at 12.8 µM | hit rate 0.34% among 370,000;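 active = inhibition above the mean of all tested compounds plus 3 SD, set per campaign, cut at about 25% in these data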;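 also: 0% = DMSO with enzyme and 100% = buffer with substrate but no TDP2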
Target sequence (O95551 whole entry, looked up): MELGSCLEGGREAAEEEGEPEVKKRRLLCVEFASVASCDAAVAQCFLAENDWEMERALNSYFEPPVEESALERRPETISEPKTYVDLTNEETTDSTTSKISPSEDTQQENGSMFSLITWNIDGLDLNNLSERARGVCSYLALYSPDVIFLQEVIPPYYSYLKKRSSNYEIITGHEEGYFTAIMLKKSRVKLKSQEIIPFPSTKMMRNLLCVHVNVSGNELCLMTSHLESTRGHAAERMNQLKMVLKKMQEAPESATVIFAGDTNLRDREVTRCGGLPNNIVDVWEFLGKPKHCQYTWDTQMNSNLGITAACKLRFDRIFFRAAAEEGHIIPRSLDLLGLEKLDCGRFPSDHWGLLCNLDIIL
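Test system: Human TDP2 enzyme | Reagent: 5 mM T5PNP | Compound dosing: 12.8 µM single point, 1% DMSO | Incubation: Enzyme reaction with compound for 2 h at 37 °C | Technique: p-Nitrophenol epi absorbance | Read-out: % inhibition relative to enzyme-containing and enzyme-free wells | Benchmarks: High control without enzyme, low control DMSO plus TDP2 | Replicates: Singlicate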
ARFGAP1 inhibitor: inhibitors of rat ARFGAP1 GAP activity, primary screen, biochemical, fluorescence polarization, GDP tracer. ADP-ribosylation factor GTPase-activating protein 1 (Rattus norvegicus), Q62848. Arfgap1-stimulated ARF1 GTP hydrolysis, GDP FP detection. inhibition, % at 16.5 µM. hit rate 0.26% among 360,000;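 active = inhibition above a per-plate limit, mean inhibition of low control wells plus 3 SD, cut at about 25% in these data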;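 also: 0% = DMSO wells with enzyme and 100% = wells lacking Arfgap1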
Target sequence (Q62848 1-136 limits assumed): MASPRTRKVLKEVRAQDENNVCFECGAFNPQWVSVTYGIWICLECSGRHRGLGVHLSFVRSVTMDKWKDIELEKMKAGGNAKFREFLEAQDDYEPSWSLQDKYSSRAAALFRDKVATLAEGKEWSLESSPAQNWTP
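Repeats: one replicate per compound; assay system: rat Arfgap1 catalytic domain, aa 1-136; times: enzyme reaction 120 min at 25 °C after 20 min preincubation; detection: FP of antibody-bound GDP Alexa 633 tracer, ex 620/em 688 nm; benchmarks: high control wells lacking Arfgap1, low control full reaction with DMSO; reagent: human ARF1(Δ1-17)-GTP substrate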
ADAM17 inh: ADAM17 inhibitors, primary screen, biochemical, QFRET | inhibition, % at 6.95 µM | recombinant ADAM17, EDANS/DABCYL FRET peptide cleavage | Disintegrin and metalloproteinase domain-containing protein 17 (Homo sapiens), P78536 | hit rate 0.83% among 370,000;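 active = inhibition above the mean of compounds lying between control limits plus 3 SD, set per campaign, cut at about 8.5% in these data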;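 also: 0% = DMSO-only wells as the low control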
LEDGF integ inh: blockers of LEDGF/p75-dependent integrase strand transfer – biochemical, TR-FRET, high throughput, primary screen; AID 743269, 2014; inhibition, % at 3.7 µM; TR-FRET IN-LEDGF/p75 DNA integration, Eu/Cy5; hit rate 0.64% among 370,000; HIV-1 integrase (with human LEDGF/p75);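 active = inhibition above the screen-wide mean plus 3 SD, cut at about 13% in these data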;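 also: signal is the Cy5 over europium emission ratio at 671 and 618 nm; 0% = plate median of compound wells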
KLK7 zymogen act: proKLK7 zymogen activators, primary screen, biochemical, fluorescence intensity; Kallikrein-7 (Homo sapiens), P49862; purified proKLK7, EDANS-DABCYL substrate fluorescence; 100% is mature enzyme control, 0% vehicle; activation, % at 7 µM; hit rate 0.9% among 370,000;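 active = activation above the mean of all tested compounds plus 3 SD, computed per campaign excluding outliers beyond control limits, cut at about 13% in these data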
Starred values were filed as active, the others as inactive; i = inactive; · = not tested or not shown.

Values run as follows: ASAP1 GAP inh	DDE Tn6 FP inh	PLCg1 inh	DDE Tn7 FP inh	ADAM10 inh	TDP2 absorb	ARFGAP1 inhibitor	ADAM17 inh	LEDGF integ inh	KLK7 zymogen act
1) Cc1ccc(S(=O)(=O)NCCC(=O)N2CCC(Cc3ccccc3)CC2)cc1
    7	4	-4	-2	-9	-2	14	0	2	0.9
2) O=[N+]([O-])c1cccc(-n2nncc2-c2ccccc2)c1
    7	0	8	-2	13	-15	-1	2	5	-0.4
3) O=C(COC(=O)/C=C/c1ccc(OC(F)F)cc1)Nc1cccc(S(=O)(=O)N2CCOCC2)c1
    8	-1	2	8	2	5	10	0	0	1.1
4) N#Cc1c(N)oc(-c2ccc3c(c2)OCO3)c1-c1ccc2c(c1)OCO2
    -3	4	-34	-4	-4	0	10	-3	2	-0.7
5) O=C(CN(C(=O)c1csnn1)c1ccccc1)NCc1ccc2c(c1)OCO2
    8	7	6	2	3	-7	4	1	1	-0.5
6) Cc1ccc(CNC(=O)CC(NC(=O)c2ccccc2)c2ccccc2)cc1 (stereo not drawn)
    -8	12	0	-6	-10	4	-1	-3	0	0.0
7) NC(=O)CSc1nnc(-c2cccs2)n1Cc1ccco1
    2	1	8	5	7	-4	0	-11	0	0.4
8) Nc1c(C(=O)NCc2ccccc2)c2nc3ccccc3nc2n1-c1ccc2c(c1)OCO2
    5	3	-23	3	-20	13	-5	-6	0	0.1
9) O=C(C1CCN(S(=O)(=O)c2cnc[nH]2)CC1)N(CCc1ccccc1)Cc1ccccc1
    9	-3	2	1	-7	0	2	-5	-3	-0.2
10) Cn1c(=O)c2c(nc(SCc3nn[nH]n3)n2Cc2ccccc2F)n(C)c1=O
    -13	4	-9	3	-7	4	9	-2	2	0.8
11) Cc1ccnc(NC(=O)c2ccc(Cl)c(NC(=O)CCc3ccccc3)c2)c1
    8	0	-2	3	3	8	1	3	1	0.1
12) Cc1ccc(CCNC(=O)CN(c2cc(C)cc(C)c2)S(=O)(=O)c2c(C)noc2C)cc1
    -5	-2	2	-6	-9	-2	7	5	-7	0.0
13) Cc1ccc(-c2csc(N3CCN(c4cc5c(cc4Cl)nc(C(C)N)n5CCCO)CC3)n2)cc1 (stereo not drawn)
    12	-4	-14	-1	-45	11	0	-16	-3	1.2
14) Cc1ccc(S(=O)(=O)N2CCN(C(=O)c3cccc(-n4cccc4)c3)CC2)cc1
    -6	0	-2	-5	7	0	8	1	4	0.1
15) O=C(c1cccs1)N1CCN(C(=O)c2cccs2)C1=S
    -19	0	0	12	-8	7	-14	-6	2	-0.3
16) CC(C)(C)C(=O)NC1CCCCN(Cc2ccc(Cl)cc2)C1=O (stereo not drawn)
    ·	4	1	-5	6	4	·	-2	2	0.2
17) O=C(CN1C(=O)c2ccccc2S1(=O)=O)NC1CCCCCC1
    -3	-8	1	3	-6	5	-9	-3	0	-0.3
18) Fc1ccccc1N1CCN(CCCc2ccccc2)CC1
    -7	-3	-1	-2	-2	5	2	-2	-2	0.3
19) CC(Sc1nc(N2CCOCC2)c2c(c1C#N)CC(C)(C)OC2)C(=O)O (stereo not drawn)
    6	3	-10	2	-12	-13	-3	-8	8	0.3
20) COc1cccc(NC(=O)CN2C(=O)C(=O)N(C3CCCC3)C2=O)c1
    -4	-1	-2	-3	-6	-1	8	-5	1	0.0
21) Cc1cc(Nc2ccc(C(=O)O)cc2)nc(N)n1
    3	-2	-2	2	-8	-1	-1	-7	-2	-0.1
22) O=C(c1ccccc1)N1CCN(C(=O)c2ccc([N+](=O)[O-])cc2)CC1
    4	-10	2	2	-7	10	5	0	1	-0.3
23) O=C(CN1C(=O)C(=O)c2ccccc21)c1ccccc1
    -4	-2	0	-5	1	-12	-12	2	-1	-0.7
24) CC(C)CC(NC(=O)OC(C)(C)C)C(=O)O (stereo not drawn)
    5	-3	3	-5	7	-6	-9	1	6	0.7
25) O=C(Nc1nc(-c2ccccc2)ns1)c1cccs1
    17	-4	-2	-6	14	-7	10	3	4	-0.4
26) O=C(Cn1cc(C(=O)C(F)(F)F)c2ccccc21)NCc1ccco1
    8	-3	0	5	5	6	3	1	3	-0.1
27) COc1ccccc1NC(=O)C(C)Sc1nc(-c2ccccc2)cn1N (stereo not drawn)
    -8	6	-7	11	-8	-11	1	-3	-4	-0.1
28) O=[N+]([O-])c1cccc2ccc(N3CCOCC3)nc12
    6	-5	-1	-1	1	11	5	-3	-5	0.2
29) Cc1cc(C)c(S(=O)(=O)Nc2ccc(O)c(Sc3ncn[nH]3)c2)c(C)c1
    11	-1	0	-4	12	2	1	6	1	0.1
30) Cc1cc(NC(=O)c2cccs2)ncc1NC(=O)c1cccc(F)c1
    3	2	-5	-8	-16	1	-5	-5	0	0.3
31) Nc1c(Cl)ncnc1N/N=C/c1ccc(O)cc1
    2	4	-8	3	-4	-12	1	-2	2	0.5
32) COc1cccc(N2CCN(C(=O)c3ccc4nc(N5CCC(C)CC5)sc4c3)CC2)c1
    -1	2	4	-5	7	-1	0	1	-1	0.3
33) Cc1nn(CCC(=O)NNC(=O)Nc2ccccc2F)c(C)c1[N+](=O)[O-]
    ·	1	1	5	2	5	·	0	1	0.3
34) Nc1c(Cl)c(Cl)nc(C(=O)N/N=C/c2ccco2)c1Cl
    0	0	-8	-4	-3	-5	-15	-1	-2	0.4
35) CCCCNC(=O)c1cc2c(=O)n3cccc(C)c3nc2s1
    -6	2	-173	-3	i	6	18	-215	-2	5.0
36) COc1ccccc1-c1ncn(Cc2cccc(-c3ccccc3)c2)c1-c1cc(C)cc(C)c1
    10	-8	3	2	-13	-5	-3	-1	-2	0.0
37) COc1ccc(C(=O)N(C)Cc2ccc(C)o2)cc1OC1CCN(C(C)C)CC1
    -6	2	-1	2	-1	17	5	-5	0	-0.4
38) Cc1ccc(C(OCC(O)CNCc2ccc(F)cc2)c2ccccc2)cc1 (stereo not drawn)
    -6	-2	17*	2	8	-16	10	7	7	0.5
39) CCCn1cnc2c(Sc3c([N+](=O)[O-])ncn3C)nc(N)nc21
    -1	-2	7	0	-1	6	1	1	-3	0.1
40) COc1ccc(C2=NCCn3c2c2ccc(C(F)(F)F)cc2[n+]3[O-])cc1
    2	-5	-10	7	-7	4	-1	-9	-1	-0.1
41) COc1cccc(-n2c(=O)c3ccccc3n3c(=S)[nH]nc23)c1
    -11	0	-2	1	-1	69*	-17	-6	-2	-0.5
42) CCCCS(=O)CC(O)COc1ccc(C(C)(C)C)cc1 (stereo not drawn)
    -12	-2	2	6	0	-11	9	-2	1	-0.2
43) Cc1cc(C)c2nc(-c3ccccn3)cc(C(=O)NCCc3ccc(S(N)(=O)=O)cc3)c2c1
    16	-4	-50	3	-88	5	9	-35	3	-6.0
44) NC(=O)c1ccsc1NC(=O)COC(=O)c1ccccn1
    -9	0	-1	-11	-9	7	-3	-4	2	0.1
45) CCOC(=O)c1ccc(NC(=O)c2c(N)n(C)c(=O)n(C)c2=O)cc1
    -7	0	0	-11	2	6	4	-1	-2	0.0
46) CCOC(=O)C1(C)CCN1C(=O)c1ccc2ccccc2c1 (stereo not drawn)
    -3	7	-1	6	-13	0	-9	-6	2	-0.7
47) COc1cc(C)c(NC(=S)NCCCN2CCOCC2)cc1OC
    8	-8	1	-2	-2	-1	6	-1	4	0.0
48) O=C(OCCN1C(=O)c2ccccc2C1=O)C1CC(O)CN1S(=O)(=O)c1ccc(Cl)cc1 (stereo not drawn)
    -5	-4	2	0	-7	8	12	-4	-2	0.0
49) CSc1nc(SCC(=O)NCC2CCCO2)c2c3c(sc2n1)CN(C)CC3 (stereo not drawn)
    0	-2	-33	5	-104	-1	18	-45	0	0.5
50) COc1ccc(C(=O)Nc2ccc(-c3n[nH]c(=S)o3)cc2)cc1OC
    4	-5	-6	1	0	4	15	-3	-4	-0.1

An excerpt from above in order of length of the SMILES, lowest first.
Values run as follows: ASAP1 GAP inh	DDE Tn6 FP inh	PLCg1 inh	DDE Tn7 FP inh	ADAM10 inh	TDP2 absorb	ARFGAP1 inhibitor	ADAM17 inh	LEDGF integ inh	KLK7 zymogen act
44) NC(=O)c1ccsc1NC(=O)COC(=O)c1ccccn1
    -9	0	-1	-11	-9	7	-3	-4	2	0.1
34) Nc1c(Cl)c(Cl)nc(C(=O)N/N=C/c2ccco2)c1Cl
    0	0	-8	-4	-3	-5	-15	-1	-2	0.4
9) O=C(C1CCN(S(=O)(=O)c2cnc[nH]2)CC1)N(CCc1ccccc1)Cc1ccccc1
    9	-3	2	1	-7	0	2	-5	-3	-0.2
